GlmU inhibition: inhibition of mycobacterial GlmU enzyme – biochemical, glucosamine-1-phosphate acetyltransferase (AID 1376); M. tuberculosis GlmU acetyltransferase enzyme assay; higher % means a stronger effect; inhibition, %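 (tested at 30 µM in the primary screen)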; hits with a dose series show IC50 in µM; 220,000 tested, 0.25% active; in the data active means inhibition above about 13%;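 further: 0% = complete reaction with vehicle and 100% = reaction without substrate; strong numbers were not always called active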
Mtb RmlCD inh: blocks M. tuberculosis RmlC and RmlD coupled enzymes; P9WH09+P9WH11; RmlC+RmlD coupled enzyme assay, percent inhibition; primary screen in compound mixtures; 160,000 tested, 0.03% active; inhibition, % at 3.6 µM; in the data active means inhibition mostly above about 34%, no sharp cut-off; further: some results filed as inactive read as strong as hits
Target sequence (P9WH09 whole entry, looked up): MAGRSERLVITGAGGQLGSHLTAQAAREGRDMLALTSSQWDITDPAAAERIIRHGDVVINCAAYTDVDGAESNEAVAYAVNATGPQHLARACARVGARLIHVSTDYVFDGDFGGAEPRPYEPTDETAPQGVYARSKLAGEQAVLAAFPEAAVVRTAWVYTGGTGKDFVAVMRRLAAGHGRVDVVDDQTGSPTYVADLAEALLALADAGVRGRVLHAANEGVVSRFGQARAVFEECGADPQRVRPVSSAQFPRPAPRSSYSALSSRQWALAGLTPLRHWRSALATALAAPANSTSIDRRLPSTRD
Target sequence (P9WH11 whole entry, looked up): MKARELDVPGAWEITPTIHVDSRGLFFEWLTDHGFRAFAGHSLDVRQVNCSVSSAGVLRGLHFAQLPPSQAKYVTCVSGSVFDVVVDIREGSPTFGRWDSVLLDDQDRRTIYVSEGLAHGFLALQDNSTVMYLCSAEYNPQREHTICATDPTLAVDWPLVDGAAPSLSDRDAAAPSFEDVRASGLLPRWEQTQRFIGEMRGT
Numbers without * were called inactive; . = not tested or not shown; & = joins results of further samples. Only part of the results is shown; rates above refer to the full screens.

Each structure is followed by: GlmU inhibition, Mtb RmlCD inh
CC1=CC(C)(C)NC(=S)N1c1cccc(C)c1
    1.3%, .
O=C(CN1CCCN(Cc2ccc(F)cc2Cl)C1=O)NC1CCCCCC1
    -6.7%, .
O=C(NC1CCCCC1)C(c1ccc2ncccc2c1)N(Cc1ccc(F)cc1)C(=O)c1ccc2c(c1)OCCO2 (stereo unspecified)
    ., -7.8
N#Cc1ccccc1NC(=O)Nc1ccccc1
    -3.0%, 18.2
OC(CNC1CCCC1)COCCOc1ccc(Br)cc1 (stereo unspecified)
    0.5%, .
Cn1c(=O)n(CC(N)=O)c2ccccc21
    -0.1%, .
COc1ccc(Nc2nc(C)c3ccccc3n2)cc1
    0.3%, 20.6
CCn1cc(C(=O)NCc2ccccc2)c2ccccc21
    5.8%, 1.0
Cc1ccc(Cl)c(OCCCN(C)Cc2ccccc2)c1
    -0.6%, .
Cc1ccc(OC(C)C(=O)N2CCc3ccccc32)cc1 (stereo unspecified)
    -3.0%, -12.6
O=C(O)[C@@H](c1ccccc1)N1Cc2ccccc2C1=O
    2.1%, -9.2
Cc1ccccc1Cn1ccc(NC(=O)c2nn3cccnc3c2Cl)n1
    -1.3%, 1.3
Cc1ccccc1NC(=O)/C(C#N)=C\c1cn(CC(=O)O)c2ccccc12
    1.7%, 3.6
COC(=O)C1=C(C)N(Cc2cccnc2)C(=O)C1
    2.3%, -6.5
CN1CCN(C(=O)c2ccc3c(c2)OCCO3)CC1
    -0.7%, -8.8
Cc1cc(C(=O)N/N=C/c2ccncc2)c(C)o1
    -1.9%, 5.2
CC(=O)c1cc(-c2nc3ccccc3n2C)n(C)c1
    -3.7%, .
Cc1cccc(S(=O)(=O)Nc2ccc(-c3nc4ccc(C)cc4s3)cc2)c1
    -3.9%, -11.9
COc1ccc(N(C2CSC2)S(=O)(=O)c2ccccc2)cc1
    -5.0%, -1.4
COCCCNC(=O)CS(=O)(=O)Cc1nc(-c2ccccc2C)oc1C
    4.7%, 55.5
c1ccc(CNc2nc(-c3cccs3)nc3ccccc23)nc1
    -2.0%, 2.5
COc1ccc(NC(=O)c2cccnc2Nc2ccc(OC)cc2)cc1
    5.5%, -1.5
Cn1cccc1Cc1nnc(SCC(=O)Nc2ccc(F)cc2)n1-c1ccc(F)cc1
    1.6%, .
C/C(=N\NC(=O)c1cc(-c2cccs2)nc2ccccc12)c1ccccn1
    1.2%, -9.3
CCN1CCCC1CNC(=O)C1CCN(Cc2nc(-c3cccc(Br)c3)oc2C)CC1 (stereo unspecified)
    ., -8.3
O=C(Nc1ccc2c(c1)OCO2)C1CCN(S(=O)(=O)c2ccc3c(c2)OCCO3)CC1
    -1.1%, .
CN(C)CCNC(=O)C12CC3(C)CC(C)(CC(C)(C3)C1)C2
    -1.4%, 15.1
CN=c1scc(C)n1/N=C/c1ccc(O)cc1O
    9.4%, -2.2
Cc1ccc(-c2nnc3cccc(Cl)n23)cc1
    0.9%, .
CCCCOC(=O)C1=C(C)Nc2ncnn2C1c1cc(OC)ccc1OC (stereo unspecified)
    -6.0%, 7.5

Each structure is followed by: GlmU inhibition, Mtb RmlCD inh
Cc1ccc(NC(=O)C(=O)NCCN2CCN(C(=S)Nc3ccccc3)CC2)cc1
    -3.5%, -10.2
Brc1ccccc1-n1nnc(-c2cnc3ccccc3c2)n1
    -4.0%, .
COc1ccc(C2=NOC(C(=O)N3CCCCCC3)C2)cc1OC (stereo unspecified)
    -0.1%, 1.9
Cn1c2ccccc2c2cnn(CC(=O)N3CCCCC3)c(=O)c21
    1.4%, -5.5
CC(=O)c1cccc(NC(=O)C2CCCC2)c1
    2.0%, 4.9
Cc1ccccc1NC(=O)Cc1nnc(SCc2ccc(Cl)c(Cl)c2)n1C
    0.9%, .
Cc1cc(C)c(S(=O)(=O)CCC(C)C)c(=O)[nH]1
    2.4%, .
COc1cccc(N(CC(=O)Nc2ccc3c(c2)OCO3)S(=O)(=O)c2ccccc2)c1
    -0.2%, .
O=C(COC(=O)C12CC3CC(CC(C3)C1)C2)Nc1ncc(Cl)cc1Cl
    3.0%, .
O=C(c1ccc(OC2CCN(C(=O)c3cccnc3)CC2)cc1)N1CCCCCC1
    -1.3%, 6.9
O=C(O)c1ccc(C2CCCCC2)cn1
    -1.5%, .
CC(C)N(C(=O)COC(=O)CNS(=O)(=O)c1ccccc1F)c1ccccc1
    -3.1%, 56.7
COC(=O)Cn1c2ccc(OC)cc2c2nc3ccccc3nc21
    -3.4%, 1.0
O=c1cc(CNc2ccc(Br)cc2)nc2sccn12
    0.0%, -9.3
O=C(NCc1ccccc1)c1ccco1
    0.6%, .
COc1ccc(CCNc2nc(-c3ccccn3)cs2)cc1OC
    -5.5%, 6.1
CCOc1ccc(CCNC(=O)CCC(=O)Nc2ccc3nc(N4CCN(C)CC4)cc(C)c3c2)cc1OCC
    3.7%, -10.9
Cc1nn(C)c(C)c1S(=O)(=O)N1CCCC(C(=O)NC2CCCCC2)C1 (stereo unspecified)
    -2.5%, .
CC1(C)Cc2c(sc3nc(-c4ccccc4Cl)n(N)c(=O)c23)CO1
    -0.6%, 9.6
Cc1cccc(NC(=O)Cn2nnc3ccccc32)c1
    -1.6%, 8.0
CC[C@H]1OC(=O)[C@H](C)[C@@H](O[C@H]2C[C@@](C)(OC)[C@@H](O)[C@H](C)O2)[C@H](C)[C@@H](O[C@@H]2O[C@H](C)C[C@H](N(C)C)[C@H]2O)[C@](C)(O)C[C@@H](C)CN(C)[C@H](C)[C@@H](O)[C@]1(C)O
    2.9%, .
CCCCCCCCCc1nc(N)n[nH]1
    ., 4.3
Cc1nc2nc(SCC(N)=O)[nH]c2cc1Br
    0.3%, -7.7
CC(C)CCNC(=S)Nc1ccc2nc3n(c(=O)c2c1)CCCCC3
    4.2%, 31.9
CCC(C)(C(=O)NC1CCCCC1)N(C(=O)c1ccccn1)c1ccc(C)cc1 (stereo unspecified)
    5.5%, 45.7
CCOc1nc2c(c(=O)n(C)c(=O)n2C)n1Cc1ccccc1Cl
    1.4%, .
O=C(NCCCn1ccnc1)c1cc(-c2cccnc2)nc2ccc(Br)cc12
    0.8%, -8.3
Cc1ccc(SCC(=O)NCCCN2CCOCC2)cc1
    3.8%, 10.6
CCCc1nnc(NC(=O)CCC(=O)N2CCN(CCn3c(C)ccc3C)CC2)s1
    1.1%, -5.7
Cc1ccc(/C=C(/C#N)C(=O)NC(C)c2ccccc2)o1 (stereo unspecified)
    -2.3%, .

Each structure is followed by: GlmU inhibition, Mtb RmlCD inh
c1ccc(CSc2ccc(-c3ccco3)nn2)cc1
    -2.8%, -1.8
COc1ccccc1NC1=NC(CO)(CO)CS1
    3.3%, -12.3
CCC(C)(C)c1ccc(OCCCC[n+]2ccccc2)c(C(C)(C)CC)c1
    -11.6%, 9.6
C=CCN(CC=C)C(=O)c1cc2ccccc2c(=O)o1
    2.2%, -3.9
COc1ccc(OCC(=O)Nc2nonc2NC(=O)COc2ccc(OC)cc2)cc1
    -1.1%, 1.8
COc1ccc(N2CCN(CCNC(=O)c3ccc(NC(=O)C4CCCO4)cc3)CC2)cc1 (stereo unspecified)
    -2.7%, 2.1
COc1cc(/C=C2/C(=O)ON=C2C)ccc1OCc1cccc(F)c1
    0.7%, 15.0
COc1cccc(C(=O)NCCC2=CCCCC2)c1
    -5.6%, 7.4
COc1ccc(Cc2noc(CN3CCC(c4ccncc4)CC3)n2)cc1OC
    -2.0%, 1.3
CCc1c(C(=O)NCc2ccc3c(c2)OCO3)[nH]c(C)c1C(C)=O
    4.6%, -35.4
COc1cc(C(c2sc3nc(C)nn3c2O)N2CCC3(CC2)OCCO3)cc(OC)c1OC (stereo unspecified)
    2.5%, 7.1
O=C(CCN1CCN(S(=O)(=O)c2ccc(Cl)cc2)CC1)Nc1ccccc1F
    0.2%, -44.2
CCOC(=O)Cc1csc(NC(=O)CC)n1
    -2.5%, .
Cc1ccc(N2CCN(C(=O)c3ccccc3F)CC2)c(C)c1
    -9.5%, .
Cc1cc(C(N)=O)nn1-c1c(Cl)cc(Cl)cc1Cl
    -4.6%, 3.5
COc1cc(C(=O)OCC(=O)N(C)C)cc(NC(=O)c2ccco2)c1OC
    -1.5%, .
Cc1ccc(-c2noc(CN3CCCCC3)n2)cc1
    2.9%, .
COC(=O)C(=N/Nc1ccccc1C(=O)OC)/C(C)=N/O
    2.9%, 18.2
CC(C)CNC(=O)/C=C/C(=O)O
    2.9%&1.6%, -8.6&3.5
CCc1cccc(CC)c1NC(=O)CO/N=C(\N)CC(=O)NC1CCCCC1
    -3.9%, 8.4
CSc1ncc(Cl)c(C(=O)Nc2ccc(NC(C)=O)cc2)n1
    0.1%, 2.8
CN(C)CCCOC(=O)C1c2ccccc2Oc2ccccc21
    -5.2%, 4.3
O=C(O)/C=C/C(=O)Nc1ccc(C(=O)c2ccccc2)cc1
    -3.4%, 12.2
CC1Cc2ccccc2N1C(=O)C1CCCCN1S(=O)(=O)c1ccccc1 (stereo unspecified)
    -1.6%, -4.9
Cc1ccc(NS(=O)(=O)c2ccc(C(=O)OCC(=O)Nc3cc(C)on3)cc2)cc1
    2.8%, 14.1
COC(=O)C1=C(C)NC(=O)NC1c1ccc(OC(=O)c2ccco2)cc1 (stereo unspecified)
    1.6%, -8.6
Cc1cc(NS(=O)(=O)c2ccccc2)no1
    7.2%, 11.7
COCCN(C(=S)Nc1cccc(OC)c1)C1CCN(C(C)C)CC1
    0.0%, -30.8
O=C(Nc1ccccc1)N1CCSc2ccccc21
    -2.0%, 5.2
CCCCn1c(SCc2ccc(C(=O)OC)o2)nc2cc(S(N)(=O)=O)ccc21
    -2.4%, .

An excerpt of these results, in markdown:
| Compound | GlmU inhibition | Mtb RmlCD inh |
| --- | --- | --- |
| Cc1ccc(-c2noc(CN3CCCCC3)n2)cc1 | 2.9% | . |
| COc1ccc(N2CCN(CCNC(=O)c3ccc(NC(=O)C4CCCO4)cc3)CC2)cc1 (stereo unspecified) | -2.7% | 2.1 |
| Cc1cc(C(N)=O)nn1-c1c(Cl)cc(Cl)cc1Cl | -4.6% | 3.5 |
| O=C(Nc1ccccc1)N1CCSc2ccccc21 | -2.0% | 5.2 |

Continued:
Each structure is followed by: GlmU inhibition, Mtb RmlCD inh
COc1ccc(CCN2CCC(Nc3nc4ccccc4n3Cc3ccc(F)cc3)CC2)cc1
    -11.6%, .
C=C(Br)CN1CCN(CC(=C)Br)CC1
    1.0%, -5.0
CCNc1nc(SC(C(C)=O)C(C)=O)nc(N(C)C)n1
    -0.3%, .
O=C1Nc2ccccc2C1Cc1nc2ccccc2c(=O)n1-c1ccccc1 (stereo unspecified)
    -6.5%, -1.2
Cc1nc2ccc(NC(=O)c3cccc(S(=O)(=O)N4CC(C)OC(C)C4)c3)cc2s1 (stereo unspecified)
    -7.2%, .
Clc1ccc(Oc2nc3c(Cl)cccc3s2)cc1Cl
    0.4%, .
C=C(C)c1sc(-c2ccccc2)nc1C
    -0.6%, .
CN(C)c1ccnc(Nc2ccc(F)cc2)c1C#N
    -0.6%, -12.6
CCCc1nc(SCC(=O)c2ccc(F)cc2)c2ccccc2n1
    -1.8%, -10.8
CC(=O)N1CCN(c2ccc(NC(=S)NC(=O)c3ccc(C)c([N+](=O)[O-])c3)cc2)CC1
    1.6%, 27.4
O=S(=O)(Cc1cc(N2CCOCC2)nc(-c2ccccn2)n1)c1ccccc1
    3.2%, -13.0
CCOC(=O)Cn1ncc2c(=O)oc3ccccc3c21
    0.6%, 5.2
CCc1ccc(C(C(=O)NC2CCCCC2)N(C(=O)c2ccccn2)c2cccnc2)cc1 (stereo unspecified)
    -0.9%, 5.7
OCCNCCCCOc1ccc(OCc2ccccc2)cc1
    -3.3%, -10.8
CCOC(=O)CNC(=O)CNC(=O)c1ccc(OC)cc1
    -3.4%, .
COCc1cc(OC(=O)N(C)C)nc(-c2ccc(C)c(Cl)c2)n1
    2.5%, 26.3
CCOC(=O)N1CCN(C(=O)c2ccc3nc4ccc(Cl)cc4c(=O)n3c2)CC1
    3.1%, -5.2
NC(=O)NC(=O)COC(=O)CCCCCNS(=O)(=O)c1ccc2c(c1)OCCO2
    -4.5%, 6.8
CCN(C(=O)CSc1nc2ccccc2c(=O)n1CCOC)C1CCS(=O)(=O)C1 (stereo unspecified)
    2.9%, -3.1
CC(C)n1nnnc1SCC(=O)NCc1ccco1
    -4.8%, 10.3
O=C(CSc1nc2[nH]ncc2c(=O)[nH]1)NCc1ccc(F)cc1
    2.5%, -11.3
Cc1ccc(C(=O)NNC(=O)c2ccc3ncccc3c2)cc1
    3.2%, -2.7
CN(/N=C/c1ccncc1)c1cnc2ccccc2n1
    4.0%, -8.3
CCc1ccc2[nH]c(=O)c(CN(CCN(CC)CC)C(=O)Nc3ccccc3OC)cc2c1
    -3.9%, .
c1ccc(-c2noc(-c3ccco3)n2)nc1
    -3.0%, .
COC(=O)c1cc(=O)n(Cc2ccc(F)cc2)c(=NCc2ccc(F)cc2)s1
    3.5%, 10.5
CC(C)NC(=O)c1cc(C(=O)c2cc(Cl)ccc2O)coc1=N
    0.2%, .

An excerpt from above in order of number of heavy atoms, rising.
Each structure is followed by: GlmU inhibition, Mtb RmlCD inh
C=C(Br)CN1CCN(CC(=C)Br)CC1
    1.0%, -5.0
CCOC(=O)Cn1ncc2c(=O)oc3ccccc3c21
    0.6%, 5.2
CCOC(=O)CNC(=O)CNC(=O)c1ccc(OC)cc1
    -3.4%, .
